Autofluor 339: intrinsic fluorescence of library compounds, ex339/em460 – biochemical, MLSMR library, data from DPM-DC assay, artefact control, profiling panel; compound autofluorescence, ex339/em460 nm, NADH buffer; hits give high values; 1 = no-compound wells, NADH background; fluorescence fold increase at 10 µM; actives 5.5% (n = 65,000); AID 709;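 active = at 10 µM, mean starting fluorescence two-fold or more over control wells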;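 also: signal is the first read of a kinetic run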
HEK293 NFkB inh: inhibitors of the PMA/ionomycin-induced NF-kB reporter in HEK293 cells; inhibition, % at 3 µM; actives 0.21% (n = 62,000); HEK-293 NF-kB luciferase reporter, luminescence; AID 465;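 active = inhibition above the mean of all tested compounds plus 3 SD, cut at about 40% in these data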;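 also: 0% = stimulated DMSO wells and 100% = 10 µM reference inhibitor 5653914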
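Reagent: PMA plus ionomycin mix as NF-kB-activating stimulus. Assay system: NF-kB luciferase reporter HEK-293 cells. Technique: luminescence from luciferase substrate reagent. Incubation: 1 h compound pre-incubation, 16 h PMA/ionomycin at 37 °C. Benchmarks: DMSO only as uninhibited control, 10 µM reference inhibitor as full inhibition. Repeats: tested once.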
A340 absorber: compound absorbs light at 340 nm; compound absorbance at 340 nm, fold over control; fold change at 10 µM; 65,000 tested, under 10 active; AID 708;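 active = at 10 µM dose, initial 340 nm absorbance at least 2 fold that of control wells; inactive = change under 2 fold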;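 also: initial absorbance extrapolated from kinetic A340 decline of NADH oxidation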
ROCK2 blocker: blocks human Rho kinase 2 activity; O75116; purified ROCK2, Kinase-Glo ATP depletion luminescence; inhibition, % at 6 µM; actives 0.35% (n = 60,000); AID 604;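 active = inhibition above the screen-wide mean inhibition plus 3 SD, cut at about 18% in these data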;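 also: plate controls were DMSO wells for no effect and Y-27632 control wells after no-enzyme background subtraction for full effect; many of its hits are not listed in these tables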
tolC growth inh: blocks growth of E. coli BW25113 tolC mutant | growth inhibition, % at 10 µM (by protocol) | actives 2.2% (n = 65,000) | OD615;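 active = growth inhibition at or above a cutoff equal to the mean over every tested compound plus 3 SD, cut at about 60% in these data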;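 also: growth measured after 20 h incubation at 37 °C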
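Test system: tolC-deleted E. coli BW25113 | Medium: LB with kanamycin 50 µg/mL | Compound dosing: Single concentration, 10 µM final per compound | Schedule: 37 °C, 20 h exposure | Measured by: OD at 615 nm | Evaluation: Percent growth inhibition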
PKA inh: blocks human protein kinase A activity; PKA Kemptide phosphorylation, Kinase-Glo ATP luminescence; P17612; inhibition, % at 6 µM; actives 0.1% (n = 65,000);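 active = inhibition above the screen-wide mean inhibition plus 3 SD, cut at about 21% in these data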; also: many of its hits are not listed in these tables
NADH enzymes: blocks coupling enzymes of NAD/NADH assays; IC50, µM (top dose mostly 10 µM), for inactives: at the top dose inhibition; coupled PK/LDH NADH assays, four targets; actives 0.02% (n = 65,000);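 active = single-dose screening hits from any of four coupled enzyme assays that gave an IC50 when retested across doses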;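 also: the DPM-DC format reads NADH fluorescence rather than 340 nm absorbance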
JNK3 blocker: inhibitors of human JNK3 kinase; purified JNK3 kinase activity, HTS; actives 0.61% (n = 60,000); P53779; inhibition, % at 8 µM; AID 746; in the data active = inhibition above about 17%;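 also: 0% = DMSO and 100% = reference inhibitor; many of its hits are not listed in these tables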
Target sequence (P53779 whole entry, looked up): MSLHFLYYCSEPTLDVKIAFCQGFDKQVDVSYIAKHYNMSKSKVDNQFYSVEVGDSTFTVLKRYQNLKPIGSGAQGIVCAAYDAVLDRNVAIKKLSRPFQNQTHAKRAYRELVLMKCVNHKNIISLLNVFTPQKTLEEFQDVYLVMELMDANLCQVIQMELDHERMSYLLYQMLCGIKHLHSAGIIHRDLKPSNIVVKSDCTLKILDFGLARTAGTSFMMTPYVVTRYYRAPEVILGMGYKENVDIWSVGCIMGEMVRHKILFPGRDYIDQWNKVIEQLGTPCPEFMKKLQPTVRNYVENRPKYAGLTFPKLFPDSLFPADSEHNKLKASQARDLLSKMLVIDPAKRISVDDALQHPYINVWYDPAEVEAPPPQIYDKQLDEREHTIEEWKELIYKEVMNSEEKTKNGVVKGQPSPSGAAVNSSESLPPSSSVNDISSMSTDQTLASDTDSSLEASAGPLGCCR
MMP13 inh: inhibitors of human MMP13; MMP-13 fTHP FRET cleavage, Mca fluorescence; inhibition, % at 4 µM; actives 0.07% (n = 65,000); AID 570;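 active = inhibition above the mean of compound-free control plate wells plus 3 SD, cut at about 14% in these data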;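 also: 0% = DMSO wells and 100% = wells with reference MMP-13 inhibitor after basal subtraction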
Active calls of the source: *; · = no result given; [ ] = another dose, or the depositor's remark. Only part of the results is shown; count on the stated rates, not on these rows.

canonical_smiles,NADH enzymes,JNK3 blocker,tolC growth inh,HEK293 NFkB inh,ROCK2 blocker,Autofluor 339,PKA inh,A340 absorber,MMP13 inh
Cc1ccc(S(=O)(=O)NCCSc2nnnn2-c2cc(C)ccc2C)cc1,5%,3,68*,16,6,1.1,11,1,-1
COC(=O)CNC(=O)CNC(=O)Nc1ccccc1,4%,1,-14,-1,-2,1.1,1,1,0
C#CCN(C)Cc1ccccc1,2%,-4,2,·,-3,0.98,-8,0.98,-1
COc1cc(C)c(Br)cc1S(=O)(=O)N1CCCC1,2%,-8,22,18,6,1.1,13,1,6
O=C(Nc1ccc(N2CCOCC2)cc1)C1CCN(S(=O)(=O)Cc2ccccc2)CC1,6%,1,-11,-2,6,1,5,0.99,0
CCn1c(-c2cc(OC)c(OC)c(OC)c2)n[nH]c1=S,12%,7,-1,14,8,1.1,10,1,-4
CCOC(=O)c1ccc(NC(=O)c2cc(S(=O)(=O)N3CCOCC3)ccc2O)cc1,13%,1,60,5,8,1.5,6,1.2,-24
C/C=C/Cn1c(N(C)Cc2ccccc2)nc2c1c(=O)[nH]c(=O)n2C,16%,6,14,10,5,0.54,7,1.1,-3
Cn1c(SCCSc2nnc(-c3ccccc3)n2C)nnc1-c1ccccc1,4%,2,-12,3,5,1.1,8,1,0
COc1ccc(N(CC(=O)N2CCC(C)CC2)S(=O)(=O)c2c(C)nn(C)c2C)cc1,7%,0,4,-4,4,1.1,4,1,1
CC(=O)c1cc(C#N)c(SCC(=O)OC(C)(C)C)nc1C,6%,1,0,10,-2,1.1,-5,1,1
Cn1c(=O)n(C)c2cc(C(=O)Nc3ccc4c(c3)OCO4)ccc21,10%,4,-15,41*,13,1.1,6,1.1,0
Cc1ccc(C)c(-n2c(SCC(=O)NCC3CCCO3)nnc2-c2ccoc2C)c1 (stereo unspecified),7%,5,2,0,-4,1.1,3,0.99,-1
CCN(CC(=O)NC1CCCCCC1)S(=O)(=O)c1ccccc1,4%,-2,0,3,0,1.1,6,0.99,6
CC(=O)C1=C(O)C(=O)N(C)C1c1ccccc1F (stereo unspecified),0%,-7,-16,-6,2,1.1,2,1.1,1
OC(c1ccccn1)c1c[nH]c2ccccc12 (stereo unspecified),3%,1,-2,14,0,1.1,-3,1,0

One compound at a time, as listed above. Values in the order: NADH enzymes | JNK3 blocker | tolC growth inh | HEK293 NFkB inh | ROCK2 blocker | Autofluor 339 | PKA inh | A340 absorber | MMP13 inh
Cn1c(SCCSc2nnc(-c3ccccc3)n2C)nnc1-c1ccccc1 as listed: 4% | 2 | -12 | 3 | 5 | 1.1 | 8 | 1 | 0
CCN(CC(=O)NC1CCCCCC1)S(=O)(=O)c1ccccc1 as listed: 4% | -2 | 0 | 3 | 0 | 1.1 | 6 | 0.99 | 6

(further entries)
canonical_smiles,NADH enzymes,JNK3 blocker,tolC growth inh,HEK293 NFkB inh,ROCK2 blocker,Autofluor 339,PKA inh,A340 absorber,MMP13 inh
COc1ccc(C2CC(=O)c3cnc(N4CCN(Cc5ccccc5)CC4)nc3C2)cc1 (stereo unspecified),4%,4,30,16,-1,1.1,-1,1,0
c1ccc(CCc2nn3c(Cc4ccccc4)nnc3s2)cc1,0%,-1,15,-5,8,1.1,5,1.1,-2
CCCc1cc(=O)[nH]c(Nc2ccc(OC)c(Cl)c2)n1,4%,1,38,0,0,1,4,0.99,0
COC(=O)c1ccc(NC(=O)CN2C(=O)CCC2=O)cc1,6%,2,-2,2,2,1.1,8,1,3
COc1cc(/C=c2\sc3nc(-c4ccncc4)nn3c2=O)ccc1OC(C)=O,7%,4,6,-3,1,1.1,3,1.1,-1
COc1ccc2c(c1OC)C(=O)N(c1ncn[nH]1)C2,1%,5,-16,12,8,1.6,12,1,-21
COc1ccc(C(=O)Oc2c(CN3CCOCC3)cc(Cl)c3cccnc23)cc1OC,1%,0,13,1,2,0.98,-2,1,0
Cc1oc(-c2cccc(Cl)c2)nc1CN1CCCC(C(=O)NCCCN2CCOCC2)C1 (stereo unspecified),6%,4,0,-13,4,1.1,12,1,10
COc1cc(OC)cc(C(=O)Nn2cc(C(=O)N3CCN(C)CC3)c3ccccc3c2=O)c1,3%,·,-8,9,·,1.2,7,1.1,0
CCOC(=O)c1c(C)n(C)c2ccc(OCC(O)CNC(CC)CO)cc12 (stereo unspecified),5%,-4,-4,4,-2,1,3,0.99,-3
CC1(C)C2CCC(C2)C1(C)NC(=O)CN1CCOCC1 (stereo unspecified),15%,-4,-10,14,5,0.91,4,1,-4
Cc1ccc(N(C(C)C(=O)Nc2ccc3c(c2)OCO3)S(C)(=O)=O)cc1 (stereo unspecified),7%,2,14,-13,0,1,2,1.1,-2
CCOC(=O)N1CCN(C(=O)c2sc3nc(-c4ccc(F)cc4)cn3c2C)CC1,5%,3,4,14,6,1.1,10,1,4
OC(COc1ccc2ccccc2c1)Cn1ccnc1 (stereo unspecified),7%,-5,1,14,5,1,12,1,-2
COc1ccc(S(=O)(=O)N2CCCC(C(=O)Nc3ccc(NC(=O)c4ccccn4)cc3)C2)cc1 (stereo unspecified),5%,1,2,-35,5,1.1,12,1,-12
N#CC1=C(N)Oc2cc(N)ccc2C1C1CCCCC1 (stereo unspecified),12%,8,4,19,1,1.2,12,1,-20
Cc1cc(NC(=O)Cn2cnc3sc(C)c(-c4ccccc4)c3c2=O)no1,3%,-1,-18,8,6,1.1,13,1,-2
CCOC(=O)c1c(C)n(C)c2ccc(OCC(O)CN3C(=O)c4ccccc4S3(=O)=O)cc12 (stereo unspecified),3%,-6,21,1,0,1.1,2,1.1,6
Cc1cc(C)nc(NC2=NCC(=O)N2c2ccccc2Br)n1,0%,-4,4,16,-8,1.2,0,0.99,0
CC(=O)Nc1cccc(N2C(=O)CC(Cc3ccccc3)C2=O)c1 (stereo unspecified),6%,-2,-17,8,4,1.1,1,1,4
CC12CC(c3ccccc3O1)C(C(=O)N1CCOCC1)C(=O)N2 (stereo unspecified),3%,4,-18,16,5,1.1,10,1,1
Cc1nc2[nH]c(=O)c3c(n2n1)NC1=C(C(=O)CC(C)(C)C1)C3c1ccc(F)cc1 (stereo unspecified),5%[fluoresces],-1,1,14,4,3.8*,-6,1.1,-9
CCOC(=O)c1cccc(NC(=O)c2cccnc2)c1,4%,1,-3,13,0,1,-6,1,-1
Cc1cc(C)cc(NC(=O)CCn2ccnc2C)c1,5%,2,-24,4,4,1.1,2,0.98,0

Marked active in Autofluor 339 (from the list above):
| molecule | NADH enzymes | JNK3 blocker | HEK293 NFkB inh | ROCK2 blocker | Autofluor 339 | PKA inh | A340 absorber | MMP13 inh |
| --- | --- | --- | --- | --- | --- | --- | --- | --- |
| Cc1nc2[nH]c(=O)c3c(n2n1)NC1=C(C(=O)CC(C)(C)C1)C3c1ccc(F)cc1 (stereo unspecified) | 5%[fluoresces] | -1 | 14 | 4 | 3.8* | -6 | 1.1 | -9 |

(further entries)
canonical_smiles,NADH enzymes,JNK3 blocker,tolC growth inh,HEK293 NFkB inh,ROCK2 blocker,Autofluor 339,PKA inh,A340 absorber,MMP13 inh
CC(C)OCCCNc1nc2c([nH]1)c(=O)n(C)c(=O)n2C,4%,3,-12,-8,7,1.1,3,1,0
Cc1ccc(C(=O)c2cc(C)sc2NC(=O)CN2CCN(C(=O)c3ccco3)CC2)cc1,3%,10,60,18,5,1.1,4,1,0
CN1C(=O)c2ccccc2N(C)C1c1cccs1 (stereo unspecified),6%[fluoresces],0,2,-8,7,3.9*,2,0.98,-87[fluorescence artefact?]
COc1ccc(S(=O)(=O)N2CCN(CC(=O)Nc3ccc(F)c(F)c3)CC2)cc1,4%,0,13,19,5,1,4,0.97,-8
CC(C)[C@H](NC(=O)Nc1ccc(Oc2ccccc2)cc1)C(=O)O,3%,3,11,5,3,1.1,7,1,-1
O=C(CSc1nnc(Cc2ccccc2)o1)NC1CC2CCC1C2 (stereo unspecified),4%,-3,11,2,5,1.1,9,1,5
Cc1cc2n(n1)C(c1ccc3c(c1)OCO3)Nc1ccccc1-2 (stereo unspecified),3%,-2,-4,0,-6,2.3*,-10,1,-8
Cc1ccc2nc(Nc3ncc4c(n3)CCCC4=O)nc(C)c2c1,3%,-8,10,7,-5,1.1,-14,1.1,-5
CCCCc1c(O)nc(SCC(=O)N2CCCCC2)n(-c2ccccc2C)c1=O,5%,-3,1,12,4,1.1,0,1,-2
CCOC(=O)CCNc1n[nH]c(=O)[nH]c1=O,2%,-3,-8,·,1,1.1,-2,1,-3
O=C(NCCc1c[nH]c2ccccc12)c1c(Cl)nc2sccn12,2%,·,11,-5,·,1.1,-9,1,0
CCCc1nc2c(sc3nc4c(cc32)COC(C)(C)C4)c(=O)n1Cc1ccco1,4%,0,9,11,-10,1.3,-8,1.1,1
CCN(CC)S(=O)(=O)c1ccc2[nH]cc(C(=O)NCCC3=CCCCC3)c(=O)c2c1,5%,·,98*,14,·,1.3,4,0.99,-2
CN=C1SC(CC(=O)Nc2cc(Cl)ccc2Cl)C(=O)N1C (stereo unspecified),6%,-1,-5,12,3,1.1,4,1.1,0
CCN=c1scc(-c2ccc3c(c2)NC(=O)CO3)n1N=C1CCCC1,5%,-2,13,26,0,1,2,1,5
CC1=C(C(=O)OC(C)C)C(c2cccc(F)c2)N2C(=O)C(C)SC2=N1 (stereo unspecified),4%,5,9,6,0,1,1,1,3
COc1ccc(OC)c(NC(=O)CSc2nnc(CNc3ccc(C)cc3C)o2)c1,7%,0,2,6,7,1.1,8,0.97,2
Cc1cc(NC(=O)c2c(-c3ccccc3Cl)noc2C)no1,5%,2,-7,0,-4,1.1,0,1,5
CCC(CO)Nc1ncnc2c1cnn2-c1ccc(OC)cc1 (stereo unspecified),5%,-9,-8,-36,3,0.88,8,1.1,-18
COc1ccc(Oc2ccc(S(=O)(=O)N3CCCCC3)cc2S(=O)(=O)N2CCCCC2)cc1,0%,·,23,22,·,1.1,-3,1.1,1

Compound activity (PubChem)
